# Screening results from PubChem BioAssay.
# CF NFkB block: inhibitors of PAF-induced NF-kB signaling, primary screen, cell-based, GFP fluorescence, uHTS; 360,000 compounds, 0.86% hits; inhibition, % at 5 µM; KKLEB NF-kB-GFP reporter, GFP fluorescence overnight;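 active means at least 50% inhibition at 5 µM, scaled per plate between neutral and stimulator controls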;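 further: PAF is a Pseudomonas aeruginosa culture filtrate used as stimulus; plate controls were PAF-stimulated DMSO wells for no effect and unstimulated DMSO wells for full effect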
# NR2E3 ag-1: NR2E3 agonists in two-hybrid cells, primary screen, cell-based, luminescence, CHO-S, Gal4-NCOR/VP16-NR2E3. Photoreceptor-specific nuclear receptor (Homo sapiens), Q9Y5X4. luciferase. inhibition of corepressor binding, % at 3.98 µM. 360,000 compounds, 0.35% hits. AID 602229, 2012;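 active means inhibition above the mean of all tested compounds plus 3 SD, cut at about 70% in these data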;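 further: 0% = DMSO with NR2E3 transfected cells and 100% = cells lacking NR2E3 construct; higher means lower luciferase signal from less NR2E3 corepressor binding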
# Target sequence (Q9Y5X4 whole entry, looked up, the tested form may be a part): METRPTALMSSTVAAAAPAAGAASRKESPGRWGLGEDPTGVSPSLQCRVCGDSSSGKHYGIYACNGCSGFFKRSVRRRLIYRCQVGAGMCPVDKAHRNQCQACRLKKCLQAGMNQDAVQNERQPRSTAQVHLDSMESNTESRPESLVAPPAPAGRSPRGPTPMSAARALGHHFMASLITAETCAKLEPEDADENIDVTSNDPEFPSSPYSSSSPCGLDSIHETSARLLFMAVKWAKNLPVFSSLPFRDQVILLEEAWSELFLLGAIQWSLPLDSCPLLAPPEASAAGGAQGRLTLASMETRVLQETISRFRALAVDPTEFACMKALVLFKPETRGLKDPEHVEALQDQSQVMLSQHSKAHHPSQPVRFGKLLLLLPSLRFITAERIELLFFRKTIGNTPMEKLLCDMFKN
# TRAIL sens C8: viability loss with TRAIL in NB7+C8 cells, primary screen, TRAIL sensitizer project, cell-based, ATPlite luminescence; inhibition (viability loss, TRAIL sensitization), % at 10 µM; 360,000 compounds, 1% hits; AID 624354, 2012;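 active means compounds causing at least 50% loss of cell viability in the single-dose screen, relative to plate controls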
# NR2E3 ag-2: inhibitors of NR2E3-RetCOR corepressor binding, primary screen, NR2E3 agonist project, biochemical, TR-FRET, GST-NR2E3, biotin-RetCOR; Photoreceptor-specific nuclear receptor (Homo sapiens), Q9Y5X4; 1536-well; inhibition of corepressor binding, % at 4.78 µM; 320,000 compounds, 0.12% hits; AID 2300, 2010;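 active means percent inhibition above the cutoff of mean plus 3 SD of all tested compounds, set per screening campaign, cut at about 20% in these data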;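 further: 0% = DMSO wells and 100% = biotin wells as full block of FRET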
#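 Assay system: NR2E3–RetCOR corepressor complex. Quantity: 1.35 nM GST-NR2E3. Buffer or medium: pH 7.5 Tris-based buffer. Reagent: biotinylated RetCOR corepressor at 7 nM final. Schedule: 5 h at 4 °C. Detection: TR-FRET, emission read at 617 and 671 nm. Replicates: one well per compound, singlicate testing.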
# KKLEB cytotox: cytotoxicity in KKLEB CF airway cells, primary screen, cytotoxicity control for CF NF-kB inhibitor project, cell-based, uHTS, fluorescence assay plates; KKLEB CF airway cells viability, ATPlite luminescence, overnight; hits give low values; cells stimulated with P. aeruginosa culture filtrate; activity change (cytotoxicity), % at 5 µM; 360,000 compounds, 0.36% hits; AID 602141, 2011;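 active means corrected activity change at or below -50% at 5 µM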
# TROY signal inh: inhibitors of TROY-driven NF-kB signaling, primary screen, Q293 LMP1-TROYcd cells, NF-kB luciferase, uHTS. Q293 LMP1-TROYcd NF-kB luciferase reporter, 4 h. 360,000 compounds, 0.98% hits. inhibition, % at 10 µM. AID 1347056, 2019;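 active means compounds whose plate-normalised and pattern-corrected inhibition of the luciferase reporter signal at the single screening dose is 50% or more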
# TRPM1 prom inh: inhibitors of MITF-dependent TRPM1 promoter reporter, primary screen, cell-based, SK-MEL-5, single point, luciferase; SK-MEL-5 TRPM1 promoter luciferase, 24 h; inhibition, % at 12.5 µM; 330,000 compounds, 0.83% hits; AID 488899, 2010;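 active means mean inhibition across replicates of 60% or more, whatever share of single replicates reaches that level; inconclusive means some that reach 60%, reason not given; inactive means mean inhibition across replicates below 60%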; further: values of inactives mirror those of a sister screen read the other way
# HIF-2a block: HIF-2a reporter inhibitors, primary screen, luminescence, 786-0 RCC cells. 786-0 RCC cells HIF-2a reporter, luciferase luminescence, overnight. inhibition, % at 18.8 µM. 360,000 compounds, 0.72% hits;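 active means inhibition of the luminescence signal of 40% or more relative to plate controls, in a single-dose primary screen at 18.75 µM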
# TWEAK-Fn14 inh: inhibitors of TWEAK-Fn14 signaling, primary screen, luciferase reporter cells, uHTS; TWEAK-stimulated Fn14 reporter cells, luciferase luminescence, 8 h; inhibition, % at 10 µM; 360,000 compounds, 2% hits; in the data active means inhibition above about 50%
# Peg3 prom inh: Peg3 promoter-driven luciferase inhibitors, primary screen, cell-based, HeLa, luciferase luminescence; inhibition, % at 20 µM; 360,000 compounds, 1.7% hits; HeLa PEG-Prom luciferase reporter, overnight;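 active means inhibition of at least 50% at 20 µM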
# Shn3 inh set2: reduction of Shn3 3'UTR firefly luciferase signal, primary screen, Schnurri-3 inhibitor project, cell-based, Clone20 osteoblasts, set 2. Clone20 osteoblast Shn3 3'UTR firefly luciferase, 24 h. inhibition, % at 12.5 µM. 360,000 compounds, 0.52% hits. AID 588674, 2011;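 active means mean inhibition of at least 75% with every replicate also reaching 75%; inconclusive means mean inhibition at least 75% but some replicate below; inactive means mean inhibition below 75%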;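 further: 0% = median of neutral control wells and 100% = pilot-screen positive control compound; some compounds past the cut are filed as inactive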
# An asterisk follows results filed as active; ? = inconclusive; / = no result given. A portion of the library; count on the stated rates, not on these rows.
SMILES	CF NFkB block	NR2E3 ag-1	TRAIL sens C8	NR2E3 ag-2	KKLEB cytotox	TROY signal inh	TRPM1 prom inh	HIF-2a block	TWEAK-Fn14 inh	Peg3 prom inh	Shn3 inh set2
COc1ccc(C(=O)C(C)[n+]2ccc(-c3nnc4n3CCCCC4)cc2)cc1 (configuration not stated)	4	-5	-17	-1	-6	4	/	20	-12	2	-6
COc1ccc(/C=C/C(=O)c2cc(F)ccc2OC(=O)c2ccccc2)cc1OC	53*	-10	5	0	-20	25	?	44*	-62	15	1
Cc1ccc(CS(=O)Cc2ccc(C(=O)N3CCN(C4CCCCC4)CC3)o2)cc1 (configuration not stated)	-27	10	18	0	14	-4	1	5	-5	4	5
CC1(C)CC(=O)C2=C(C1)N(Cc1cccnc1)C(=O)C2(NC(=O)c1ccc(F)cc1)C(F)(F)F (configuration not stated)	7	-9	1	-1	7	10	0	2	2	0	-12
CN(C)C1=NCCN1CCC1CCCC1	-9	-5	9	4	9	-12	1	11	9	-6	14
CC1CCN(CCCNC(=O)COc2cc(=O)n(C)c3ccccc23)CC1	-11	-7	-16	3	-2	-10	6	-9	-33	-7	-13
CC(=O)c1cccc(NC(=O)C2CCN(C(=O)c3ccc([N+](=O)[O-])cc3)CC2)c1	-2	-1	-1	5	4	0	7	10	-13	17	0
COc1ccc(C(c2c(N)[nH]c(=S)[nH]c2=O)c2c(N)[nH]c(=S)[nH]c2=O)cc1	-16	-19	-8	1	15	11	5	20	5	12	-15
Cn1cc(CN2CCCCC2C(=O)Nc2ccc(-n3cccn3)cc2)cn1 (configuration not stated)	5	18	-8	2	-6	-25	-2	8	12	-18	-9
CC(C)CCn1nnnc1C(c1ccc(F)cc1)N1CCC(C(N)=O)CC1 (configuration not stated)	-9	-10	-7	0	8	6	-3	7	-11	7	4
NC(Cc1ccc(F)cc1)c1csc(Nc2ccc(S(N)(=O)=O)cc2)n1 (configuration not stated)	13	18	16	/	-10	9	/	7	17	6	12
O=C(NC1CC2CCC1C2)C1CCN(S(=O)(=O)c2ccc(-c3nn[nH]n3)cc2)CC1 (configuration not stated)	-8	-18	-6	-2	-11	11	0	11	1	-3	-2
CCOC(=O)CSc1nnc(-c2cc(OC)c(OC)c(OC)c2)o1	4	-3	-1	0	-5	5	10	25	5	15	-2
Cc1nc(-c2cccnc2)sc1C(=O)Nc1cccc(C(F)(F)F)c1	25	-10	18	1	7	30	-6	14	26	-17	27
CN1CCN(C(=S)NC(=O)/C=C/c2ccccc2Cl)CC1	-5	-7	4	-1	9	-29	7	-47	-3	-16	12
CC(=O)N1CCSc2ccc(S(=O)(=O)NCc3ccc(F)cc3)cc21	14	-21	-3	-2	-4	1	13	5	7	10	12
O=S(=O)(Nc1ccc(S(=O)(=O)N2CCCC2)cc1)c1ccccc1Br	2	-36	-1	2	4	3	-1	-2	-12	0	1
COc1ccc(Br)cc1C(=O)Nc1ccccc1-c1ccccc1	-29	-4	18	0	3	2	22	3	14	17	71
Cc1cc(Cl)ccc1NC(=O)CCC(=O)N/N=C/c1cc([N+](=O)[O-])ccc1O	26	-8	-1	-3	0	25	0	8	22	8	25
COc1cccc(-c2cnc3c(NC(C)=O)cc(-c4ccc(OC)c(OC)c4)cn23)c1	-6	-6	6	/	-19	-6	/	-36	14	12	16
CCOc1ccccc1C(=S)NC1CCCCC1	15	-14	11	2	-10	-5	5	1	-8	-12	-56
NC(=O)C1CCN(C(=O)c2cccc3ccccc23)CC1	-12	-17	-3	1	-3	-40	7	6	-14	10	26
COc1ccccc1C1=NOC(Cn2c(NCCOCCO)nc3c2c(=O)n(C)c(=O)n3C)C1 (configuration not stated)	5	18	7	0	-7	-1	-6	13	4	4	14
CC(=O)Nc1cccc(-c2cc(NC(C)=O)c3ncc(-c4ccc(C(C)=O)cc4)n3c2)c1	-15	16	13	/	-11	2	/	11	-2	36	12
O=C(Cn1cc(CNC(=O)C2CCCCC2)nn1)Nc1cc(C(F)(F)F)ccc1Cl	0	-3	-8	/	-11	-2	-7	5	-7	4	8
Cc1ccccc1NC(=O)c1ccc2c(O)c(S(=O)(=O)c3ccccc3)c(=O)[nH]c2c1	2	11	7	-1	13	4	-11	7	1	17	-12
COc1ccc(OC)c(C2C(C(=O)Nc3nc4ccccc4s3)=C(C)NC3=C2C(=O)CCC3)c1 (configuration not stated)	-32	-46	3	-6	8	22	-2	11	3	20	19
CCCOc1ccc(C(C)(O)CN2CCOCC2)cc1 (configuration not stated)	3	0	-10	0	11	3	0	19	-2	2	-1
COc1ccc2nc3c(nc2c1)CCCC3	18	-6	-3	6	-6	-35	-25	-90	-7	-68	1
Cc1ccc(S(=O)(=O)N2CCN(C(=O)c3cc(S(=O)(=O)N4CCOCC4)ccc3F)CC2)cc1	-12	-21	30	/	0	14	4	25	22	13	7
Cc1nc2scc(C)n2c(=O)c1S(=O)(=O)NCCc1ccc(Cl)cc1	-7	3	6	-2	11	-5	-10	1	1	14	10
COc1ccc(C(=O)NCCN2CCCC2)cc1OC	-12	-5	-8	2	-4	-8	-3	18	7	-1	2
Cc1ccc2cc(CN(CC(C)C)S(=O)(=O)c3ccccc3)c(=O)[nH]c2c1	-2	-2	5	-2	9	-4	13	3	22	14	9
COc1ccc(S(=O)(=O)Nc2ccc3c(c2)C(=O)N([C@H](C)CO)C[C@H](C)[C@@H](CN(C)C(=O)Nc2ccc(C(F)(F)F)cc2)OCCCC[C@H](C)O3)cc1	-11	0	12	/	8	4	/	-10	41	23	8
Cc1cc(OCC(=O)Nc2ccc(N3CCN(C)CC3)cc2)ccc1Cl	-26	-49	0	0	12	-33	-49	-131	-7	-170	-43
O=C(NCCc1ccc(Cl)cc1)C1CCC(=O)N(C2CCCCCC2)C1 (configuration not stated)	-21	-14	-7	2	8	-17	2	-4	1	14	15

# Structures listed so far shown as hits in CF NFkB block.
canonical_smiles | CF NFkB block | NR2E3 ag-1 | NR2E3 ag-2 | TRPM1 prom inh | HIF-2a block | TWEAK-Fn14 inh | Peg3 prom inh | Shn3 inh set2
COc1ccc(/C=C/C(=O)c2cc(F)ccc2OC(=O)c2ccccc2)cc1OC | 53* | -10 | 0 | ? | 44* | -62 | 15 | 1

# Among those listed so far, these contain two or more sulfur atoms.
SMILES	CF NFkB block	NR2E3 ag-1	TRAIL sens C8	NR2E3 ag-2	KKLEB cytotox	TROY signal inh	TRPM1 prom inh	HIF-2a block	TWEAK-Fn14 inh	Peg3 prom inh	Shn3 inh set2
COc1ccc(C(c2c(N)[nH]c(=S)[nH]c2=O)c2c(N)[nH]c(=S)[nH]c2=O)cc1	-16	-19	-8	1	15	11	5	20	5	12	-15
NC(Cc1ccc(F)cc1)c1csc(Nc2ccc(S(N)(=O)=O)cc2)n1 (configuration not stated)	13	18	16	/	-10	9	/	7	17	6	12
CC(=O)N1CCSc2ccc(S(=O)(=O)NCc3ccc(F)cc3)cc21	14	-21	-3	-2	-4	1	13	5	7	10	12
O=S(=O)(Nc1ccc(S(=O)(=O)N2CCCC2)cc1)c1ccccc1Br	2	-36	-1	2	4	3	-1	-2	-12	0	1
Cc1ccc(S(=O)(=O)N2CCN(C(=O)c3cc(S(=O)(=O)N4CCOCC4)ccc3F)CC2)cc1	-12	-21	30	/	0	14	4	25	22	13	7
Cc1nc2scc(C)n2c(=O)c1S(=O)(=O)NCCc1ccc(Cl)cc1	-7	3	6	-2	11	-5	-10	1	1	14	10

# More compounds.
# Results follow in this order: CF NFkB block	NR2E3 ag-1	TRAIL sens C8	NR2E3 ag-2	KKLEB cytotox	TROY signal inh	TRPM1 prom inh	HIF-2a block	TWEAK-Fn14 inh	Peg3 prom inh	Shn3 inh set2
CCOC(=O)C(=C1Nc2ccccc2N1)n1c(-c2cnccn2)nc2ccccc21
  /	-18	-11	/	/	-58	/	-63	7	/	/
O=C(N/N=C/c1cc(Cl)ccc1O)c1ccccc1Br
  -9	28	53*	-2	-6	-19	6	-26	-24	1	77
CCOC(=O)C1Oc2ccccc2C(c2ccc(OC)cc2)=C1C(=O)OC (configuration not stated)
  5	-49	1	/	-8	-12	2	14	-5	5	-12
CC1(C)CC(CCNC(=O)c2ccco2)CC(C)(C)N1
  0	-13	10	1	0	7	-2	7	9	12	-14
CC1(C)CC(=O)C=C(N2CCCC2)C1
  -20	4	-50	1	12	-6	-6	-3	31	4	-14
COC(=O)c1cc(C(=O)NCCC(C)C)cc([N+](=O)[O-])c1
  5	4	4	1	-12	-8	-7	17	12	11	5
CCn1ncc(/C=C/C(=O)c2ccccc2)c1C
  -2	-37	29	-2	-2	-10	-55	-192	53*	-303	-38
O=C(Cc1ccc(Cl)cc1)N1CCN(c2ccc(F)cc2)CC1
  -9	-14	-7	-1	4	5	9	-5	2	1	-13
COc1cccc(C(=O)CSc2nnc(COc3cccc4cccnc34)o2)c1
  25	-114	-1	0	5	3	9	-3	18	-13	14
Nc1ccc2oc(-c3cccs3)nc2c1
  7	-99	-7	-1	-3	-31	-78	-259	1	-240	-76
CC(NC(=O)CN1C(=O)COc2ccccc21)c1ccccc1 (configuration not stated)
  4	-7	-8	3	-7	3	-1	-1	5	10	-35
CCc1cccc(C)c1NC(=O)CN1C(=O)NC(CCc2ccccc2)C1=O (configuration not stated)
  21	11	-22	/	9	-4	2	10	-3	13	-4
